# GPR7 antag: blocks human GPR7 receptor signaling; hit rate 1.1% among 290,000; GPR7-expressing cells, fluorescence antagonist assay; inhibition, % at 4.4 µM; AID 1861; in the data active = inhibition above about 16%, passing the limit was not always enough;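 also: cells stimulated with the agonist NPW; 0% = agonist with vehicle and 100% = vehicle without agonist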
# V1aR counter: V1a receptor agonism, counter-screen for OXTR agonists; P37288; CHO-V1R cells, Fluo-8 calcium fluorescence, agonist mode; 0% DMSO, 100% 3 nM vasopressin; activation, % at 3 µM; hit rate 0.25% among 320,000; AID 2797;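 active = activation above the mean activation of all tested compounds plus 3 SD, per screening run, cut at about 20% in these data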;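 also: signal is peak over basal fluorescence ratio across a 100 second FLIPR read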
# Target sequence (P37288 whole entry, looked up): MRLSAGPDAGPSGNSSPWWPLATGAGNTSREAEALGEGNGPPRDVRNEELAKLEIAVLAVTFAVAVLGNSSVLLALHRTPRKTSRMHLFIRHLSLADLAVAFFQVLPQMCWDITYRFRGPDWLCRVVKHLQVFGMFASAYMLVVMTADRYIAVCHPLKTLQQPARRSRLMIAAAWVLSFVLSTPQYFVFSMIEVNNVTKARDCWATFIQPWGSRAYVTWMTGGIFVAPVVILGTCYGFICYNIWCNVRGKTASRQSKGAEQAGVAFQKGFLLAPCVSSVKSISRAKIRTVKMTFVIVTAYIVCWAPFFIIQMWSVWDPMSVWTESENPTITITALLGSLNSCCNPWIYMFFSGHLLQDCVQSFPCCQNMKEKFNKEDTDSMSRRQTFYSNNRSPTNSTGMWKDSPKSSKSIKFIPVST
# GalR3 antagonist: antagonists of human GalR3. HEK293 GalR3-CNG cAMP membrane potential fluorescence; galR3 body fused to GalR1 C-terminus. inhibition, % at 3 µM. hit rate 0.44% among 360,000. O60755;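 active = inhibition above the screen-wide average plus 3 SD, cut at about 13% in these data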;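 also: forskolin and galanin both at EC90 stimulate the cells; cAMP rise reported by CNG channel membrane potential dye signal; 0% = forskolin plus galanin with DMSO and 100% = forskolin alone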
# MEKK2 WT-MEK5: raises or lowers MEK5 binding to wildtype human MEKK2 PB1 domain | bead flow cytometry, Alexa488-MEK5 binding to MEKK2 WT; actives lie on both sides | AID 1531 | Q9Y2U5 | hit rate 1.1% among 290,000 | binding response (% of control), % at 10 µM; in the data active = binding response below about 67% or above about 130%
# MEKK2mut PB1 HTS: signal of MEK5 binding to mutant human MEKK2 PB1 domain | bead flow cytometry, Alexa488-MEK5 binding to MEKK2 mutant | percent response, % at 10 µM | hit rate 0.35% among 290,000 | AID 1530; in the data active = percent response above about 24%, passing the limit was not always enough; also: inactives centre near 1; some results filed as inactive read as strong as hits; reference of the scale not given here
# NALP1 inh: blocks the NALP1 inflammasome reconstituted in yeast; AID 2071; inhibition, % at 10 µM; S. cerevisiae NALP1/ASC/caspase-1 growth, X-gal OD620, 72 h; hit rate 0.61% among 280,000; in the data active = inhibition mostly above about 24%, no sharp cut-off; inactive = mostly below about 32%; also: some compounds called inactive have numbers as strong as hits
# MEKK3 PB1 HTS: modulators (inhibitors or enhancers) of MEK5 binding to human MEKK3 PB1 domain. bead-based flow cytometry, Alexa488-MEK5 binding to MEKK3; actives lie on both sides; 0 = blocked by unlabeled MEK5, 100 = vehicle. Q99759. binding response (% of control), % at 10 µM. hit rate 1.4% among 290,000;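 active = binding response more than 3 SD above or below the average of its plate-row segment, actives on both sides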;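 also: Alexa488 bead fluorescence after subtracting the streptavidin-only scavenger bead signal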
# Target sequence (Q99759 whole entry, looked up, the tested form may be a part): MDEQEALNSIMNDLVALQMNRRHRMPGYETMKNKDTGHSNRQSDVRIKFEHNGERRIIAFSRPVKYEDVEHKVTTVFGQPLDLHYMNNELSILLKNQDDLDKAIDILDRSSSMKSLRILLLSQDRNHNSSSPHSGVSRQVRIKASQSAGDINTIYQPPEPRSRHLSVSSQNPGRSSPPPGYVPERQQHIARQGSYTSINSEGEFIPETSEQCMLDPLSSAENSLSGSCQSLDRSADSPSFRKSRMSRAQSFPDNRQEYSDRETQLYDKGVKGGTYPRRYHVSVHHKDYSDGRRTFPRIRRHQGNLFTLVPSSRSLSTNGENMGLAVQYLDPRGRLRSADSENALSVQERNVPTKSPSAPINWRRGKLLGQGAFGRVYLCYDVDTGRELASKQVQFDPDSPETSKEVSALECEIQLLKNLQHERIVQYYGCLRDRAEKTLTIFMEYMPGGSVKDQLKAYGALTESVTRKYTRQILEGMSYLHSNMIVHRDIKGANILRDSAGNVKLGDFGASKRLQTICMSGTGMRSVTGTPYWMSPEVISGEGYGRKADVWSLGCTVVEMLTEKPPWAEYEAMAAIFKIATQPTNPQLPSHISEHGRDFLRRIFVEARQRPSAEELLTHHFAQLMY
# PHOSPHO1 inh: inhibitors of human PHOSPHO1 phosphatase; Q8TCT1; recombinant PHOSPHO1, absorbance phosphatase assay; inhibition, % at 13.3 µM; hit rate 1.1% among 290,000; AID 1565; in the data active = inhibition above about 60%
# OXTR ag: agonists of human oxytocin receptor. P30559. CHO-OTR cells, Fluo-8 calcium fluorescence; normalized: DMSO 0%, oxytocin 100%. activation, % at 3 µM. hit rate 0.32% among 320,000;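 active = activation above the mean of all tested compounds plus 3 SD, cutoff set per screening run, cut at about 20% in these data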;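 also: peak over basal fluorescence ratio from a 100 s FLIPR kinetic read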
# * hit, by the source's call; . = no result given; [ ] = another dose, or the depositor's remark.
# Start of the listing, in advance (three entries):
# Every second line gives: GPR7 antag	V1aR counter	GalR3 antagonist	MEKK2 WT-MEK5	MEKK2mut PB1 HTS	NALP1 inh	MEKK3 PB1 HTS	PHOSPHO1 inh	OXTR ag
O=C(NCC1CCCN(C(=O)c2cc(Cl)ccc2F)C1)c1ccc(F)cc1 (configuration not stated)
→ -9	0.5	-7	98	3	-5	101	18	0.6
Cc1ccc(NC(=O)Cn2ccc([N+](=O)[O-])n2)cc1C
→ 5	-0.1	6	103	0	-16	102	30	0.7
COc1ccccc1-c1cc(C(F)(F)F)nc(S(=O)(=O)CCCC(=O)NCc2ccc(F)cc2)n1
→ 2	-0.1	3	83	-14	14	90	4	-1.9

# Main list, repeating the preview:
# Every second line gives: GPR7 antag	V1aR counter	GalR3 antagonist	MEKK2 WT-MEK5	MEKK2mut PB1 HTS	NALP1 inh	MEKK3 PB1 HTS	PHOSPHO1 inh	OXTR ag
O=C(NCC1CCCN(C(=O)c2cc(Cl)ccc2F)C1)c1ccc(F)cc1 (configuration not stated)
→ -9	0.5	-7	98	3	-5	101	18	0.6
Cc1ccc(NC(=O)Cn2ccc([N+](=O)[O-])n2)cc1C
→ 5	-0.1	6	103	0	-16	102	30	0.7
COc1ccccc1-c1cc(C(F)(F)F)nc(S(=O)(=O)CCCC(=O)NCc2ccc(F)cc2)n1
→ 2	-0.1	3	83	-14	14	90	4	-1.9
O=C(COC(=O)C1CCCN1C(=O)c1cccs1)Nc1ccc2c(c1)OCO2 (configuration not stated)
→ -10	0.3	1	99	8	14	101	-7	0.1
Cc1cccc2sc(N(CCCN(C)C)C(=O)c3ccc(Cl)s3)nc12
→ 2	0.4	-3	134	4	-3	108	6	3.8
CN(CCCC(=O)NC1CC(C)(C)NC(C)(C)C1)S(=O)(=O)c1ccc([N+](=O)[O-])cc1
→ -3	1.3	0	107	13	21	105	32	0.0
COCc1nc2ccccc2n1Cc1ccc(Br)cc1
→ 4	0.5	-3	101	-1	0	99	-38	-2.3
O=C(Cc1ccc(F)cc1)N1CCC2(CC1)NCCc1[nH]cnc12
→ -6	2.1	0	98	-9	16	99	-4	1.4
O=C(O)c1ccc(/C=N/O)cc1
→ -11	0.4	-1	104	0	5	98	40	0.6
Cc1cccc(NC(=O)CN2CCOCC2)c1C
→ -13	-0.4	-7	111	13	15	103	20	-0.3
CC(=O)Nc1ccccc1OCC(=O)NCC(F)(F)F
→ 15	-0.1	-7	102	-42	3	109	20	0.5
CC1(OC(=O)CCc2ccccc2)C(=O)C=C2C=C(c3ccc(C#N)cc3)N(C3CC3)C=C2C1=O (configuration not stated)
→ .	-0.2	0	140*	4	.	125	22	-1.2
O=C1NCC2=C1C(c1ccccc1)Nc1ccccc1N2 (configuration not stated)
→ 6	0.1	0	99	-3	-16	98	24	0.4
COc1cc(N=Nc2ccccc2C(=O)O)ccc1O
→ -6	-0.1	-6	96	4	15	86	34	0.2
CC(C)(C)c1ccc(CNC(=O)C2CCCN2C(=O)Nc2ccccc2)cc1 (configuration not stated)
→ -6	-1.2	-12	108	4	8	105	56	-1.6
O=C(C(=S)N1CCOCC1)c1c[nH]c2ccccc12
→ -4	-0.7	-5	101	0	-22	103	43	0.3
O=C1N/C(=N\N=C\c2cccs2)SC1Cc1cccc(Cl)c1 (configuration not stated)
→ -9	-0.4	-2	77	-2	19	100	2	-0.2
O=C(CSC1=NNC(c2ccccn2)S1)Nc1cccc(Cl)c1 (configuration not stated)
→ 6	2.2	-4	82	-10	.	83	-1	0.2
CCCCC(CC)C(=O)Nc1ccc(C#N)cc1 (configuration not stated)
→ 17	2.6	-3	100	1	13	100	11	2.0
Cc1ccc(-c2nc3ncccn3c2NC2CCCCC2)o1
→ -9	-1.5	-4	109	1	6	102	-1	-1.9
O=c1cc(CSc2nnc(COc3ccccc3Cl)o2)nc2sccn12
→ -6	3.6	-8	100	-3	1	99	23	2.4
Cc1cc(C)c2nc(C(F)(F)F)nc(NCCCN3CCOCC3)c2c1
→ 8	3.0	-7	120	8	24	105	13	4.9
CCN1C(=O)/C(=C\N2CCN(c3cccc(Cl)c3)CC2)SC1=S
→ -6	0.4	1	92	0	-6	95	11	-0.3
O=C1c2ccccc2C(=O)N1OCCOCCOCCON1C(=O)c2ccccc2C1=O
→ 7	0.2	-7	85	-3	8	82	52	-0.5
CCOC(=O)c1c(C)n(CC(O)CN(CC)CC)c2cc(Br)c(OC)cc12 (configuration not stated)
→ 8	-1.0	-3	94	-11	14	98	32	0.9
COc1ccc2oc3cc(C)[n+]([O-])c(-c4ccc(Cl)cc4)c3c2c1
→ -6	1.9	-9	100	0	28	102	3	-0.6
CCOc1ccccc1N(C(=O)c1snc(C(N)=O)c1N)C(CC)C(=O)NC1CCCC1 (configuration not stated)
→ 1	-1.4	-1	104	-3	9	103	-37	-2.2
COc1ccccc1NC(=O)c1ccccc1N(Cc1ccccc1)S(C)(=O)=O
→ -3	.	-10	103	1	1	100	15	.
CCCN(CC(=O)Nc1ccccc1C)C(=O)c1cccc(S(=O)(=O)N2CCc3ccccc3C2)c1
→ 30*	13	-2	106	6	17	106	22	8.6
CCCCSc1nn[nH]n1
→ -11	0.3	6	99	-2	17	97	18	0.9
O=C(CN1N=C(c2ccccc2)CCC1=O)NCc1ccccc1
→ -6	-0.3	-3	72	-17	10	79	-17	8.8
O=C(Nc1ccc(CN2CCOCC2)cc1)c1cccc(-c2cc3ccccc3oc2=O)c1
→ -12	2.2	-1	110	9	17	106	23	0.1
CC(C)Cn1c(SCC(=O)Nc2cccc(S(N)(=O)=O)c2)nc2ccccc2c1=O
→ -12	-0.2	-4	69	-10	7	68	32	-1.9
CCC(CC)NC(=O)c1cccc(Oc2ccccc2)c1
→ -4	-0.9	-5	87	-3	8	88	-25	-3.3
Cc1cccc(-n2ncc3c(N4CCOCC4)ncnc32)c1
→ 4	2.1	-1	95	9	25	89	6	-0.3
O=C(c1ccc(Cl)nc1)N1CCc2ccccc2C1
→ 7	1.1	-3	21*[inhibitor]	-46	-2	14*[inhibitor]	-4	-0.4
N#Cc1ccccc1NC(=O)CSc1n[nH]c(-c2ccco2)n1
→ -5	-0.1	0	99	-2	17	102	38	0.9
O=C(Oc1nsnc1N1CCOCC1)c1ccccc1
→ -3	0.4	-1	82	-8	4	77	20	1.3
Cc1sc2ncnc(OCc3nnc(-c4cccs4)o3)c2c1C
→ 22	2.4	3	85	-10	-2	84	-3	3.7
CSc1sc(C(=O)NNC(C)=O)c2c1C=CCC2
→ 6	0.1	-3	93	-15	1	94	38	0.0
CCCOC(=O)CN1C(=O)c2ccccc2C1=O
→ -11	0.7	0	109	10	28	107	43	-0.3
COc1ccc(Br)cc1C(=O)NC(=S)Nc1c(C)n(C)n(-c2ccccc2)c1=O
→ -22	-1.3	-7	104	4	12	105	34	-2.3
CCCCCN(C(=O)CCCSc1nncs1)c1c(N)n(CCCC)c(=O)[nH]c1=O
→ -5	0.2	-2	100	-4	-1	105	24	-1.4
CCc1ccc(NC(=O)COC(=O)/C(=C/c2ccccc2OC)c2ccccc2)cc1
→ -12	1.5	-6	104	5	29	93	-9	-0.2
CCn1ncc(S(=O)(=O)NCc2ccco2)c1C
→ -2	1.4	1	103	3	-66	99	12	0.7
CCOc1ccc(/C=N/NC(=O)Cc2csc(Nc3cccc(C(F)(F)F)c3)n2)c(OCC)c1
→ -14	-1.2	-5	.	.	0	.	-43	-1.2
Oc1ccc(COCc2ccccc2)c2cccnc12
→ -4	0.3	-1	106	12	10	106	-1	-0.9
N=C1/C(=C\c2ccc(OC(=O)c3ccco3)cc2)C(=O)N=C2SC=NN12
→ 16	.	-6	104	-3	13	113	45	.
CCOC(=O)c1cnn(-c2ccccc2)c1-c1ccccc1
→ -17	-0.9	-4	102	2	11	98	11	-2.1
CC(C)C(OC(=O)/C=C/c1ccc2c(c1)OCO2)C(=O)NC(N)=O (configuration not stated)
→ -6	2.3	1	100	1	18	98	1	0.5
Cc1ccc(C(=O)N/C(=C/c2ccco2)C(=O)N2CCOCC2)cc1
→ -7	-0.1	-9	102	2	11	104	30	1.0
O=C(N/N=C/c1c[nH]c2ccc(Br)cc12)c1ccc2c(c1)OCO2
→ 15	0.3	-6	77	-11	7	83	28	1.5
CCn1cc([N+](=O)[O-])c(C(=O)N2N=C(c3ccc(O)c(OC)c3)CC2c2ccccc2O)n1 (configuration not stated)
→ -10	6.1	-1	87	-4	24	90	-6	7.8
CCOC(=O)Cc1nnc(NCc2ccccc2)c2ccccc12
→ -2	-0.1	-9	100	0	13	101	2	-2.2
C=CCn1c(SCC(=O)Nc2ncc(Cc3ccc(C)c(Cl)c3)s2)nnc1-c1ccncc1
→ -5	2.0	0	92	-3	21	93	-7	1.3
Oc1cccc(/C=N/Nc2cccc3cccnc23)c1
→ -13	.	-2	94	-10	4	95	24	.
CCc1nn(C(C)C(=O)N2CCc3ccccc3C2)c(=O)c2cc3occc3n12 (configuration not stated)
→ -10	-0.8	-2	101	2	9	99	11	-1.0
COc1ccc(/C=N/NC(=O)c2[nH]c3ccc(C)cc3c2-c2ccccc2)c(C(=O)O)c1OC
→ 11	1.0	-11	108	11	1	109	13	-0.1
Cc1ccc2c(CC(=O)NNC(=O)c3ccccc3)coc2c1
→ -3	-0.2	-4	102	1	20	102	-11	-0.9
Oc1ccc(Cl)cc1-c1cc(-c2ccccc2Cl)[nH]n1
→ -2	0.9	-5	97	3	17	98	-7	0.3

# Next entries.
# Every second line gives: GPR7 antag	V1aR counter	GalR3 antagonist	MEKK2 WT-MEK5	MEKK2mut PB1 HTS	NALP1 inh	MEKK3 PB1 HTS	PHOSPHO1 inh	OXTR ag
Clc1ccc(OCCSc2ncccn2)c2ccccc12
→ -24	0.1	-5	102	-4	-3	101	28	1.2
CCN(CC)S(=O)(=O)c1ccc(N/N=C/c2ccccc2OCC(=O)O)c([N+](=O)[O-])c1
→ -8	-1.3	0	99	-4	1	105	21	0.1
O=C1c2ccccc2-c2ncnc3c(N4CCOCC4)cc(N4CCOCC4)c1c23
→ -1	0.6	-2	96	-3	15	94	2	-1.0
CCCCNC(=O)CSc1nc2ccc(N3CCOCC3)cc2c(=O)n1CCc1ccccc1
→ 2	0.0	0	112	13	22	97	6	-0.2
O=C(CCNC(=O)Cn1ccc2ccccc2c1=O)NCCc1ccc(Cl)cc1
→ -9	0.4	-3	94	-2	21	95	-1	-2.5
CCOC(=O)c1c(C)[nH]c(O)c1C=Nc1ccc(C(F)(F)F)cc1
→ -10	2.4	3	119	6	7	132*	19	1.1
S=c1[nH]nc(NCCc2ccccc2)s1
→ -4	0.9	-3	100	-2	-12	100	39	0.2
Cc1ccccc1OCC(=O)Nc1ccc(C(=O)Nc2ccccc2C(=O)O)cc1
→ -2	-0.1	-2	102	3	-26	103	25	-1.1
Cc1cccc2sc(N(CCCN(C)C)C(=O)c3ccco3)nc12
→ 4	3.7	2	110	6	28	101	29	8.7
COC(=O)c1sc(NC(=S)NC(=O)c2ccc(C)cc2)nc1C
→ 1	0.1	-6	91	-10	-5	91	52	0.6
COc1ccc(-c2nc3n(c2C)CCC3)cc1
→ -3	1.1	-3	107	0	12	105	-1	0.2
S=c1[nH]nc(-c2cc(-c3ccco3)[nH]n2)n1-c1cccc2ccccc12
→ -3	0.6	2	98	-2	-18	100	94*	0.0
Cc1ccccc1-n1c(=O)n(Cc2ccco2)c(=O)c2[nH]cnc21
→ -6	0.2	-7	106	3	16	102	28	-0.1
O=C(OCC(=O)c1ccc[nH]1)c1ccc(S(=O)(=O)N2CCCCC2)cc1
→ -4	.	-2	100	3	13	99	3	.
O=C(Nc1ccc(F)c(F)c1)c1ccco1
→ 7	-0.2	6	86	-10	0	105	6	-0.9
